From PubChem
4-MU autofl = compound fluoresces in the 4-MU spectral region; compound autofluorescence, 340/450 nm, 4-MU equivalents; stronger effect = higher value; max dye-equivalent concentration, M; actives 11% (n = 59,000); in the data active = max dye-equivalent concentration above about 10 nM; inconclusive = mostly about 1.1 nM to 9.6 nM
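Compounds in 100 mM Tris, pH 8.0, sat 15 min at room temperature before fluorescence was read at 340 nm excitation/450 nm emission; a per-plate six-point 4-MU standard curve converted signals to dye-equivalent concentration at each compound concentration.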
HEK293 cAMP cs = counter-screen for TSHR agonists: cAMP increase in parental HEK293; actives 2.5% (n = 73,000); AID 938; Potency, µM (highest dose often 57.1 µM), inactives show at the highest dose activation, hits mostly activators; parental HEK293 CNG cAMP sensor, membrane potential fluorescence; note: potency is the fitted concentration of half-maximal effect; % of control where 0% means no effect; nearly all actives have a fitted effect of over 55% in size
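Parental HEK 293 cells stably expressing a modified CNG channel (no TSHR) report cAMP rise as membrane depolarization. Membrane potential dye with 100 uM RO 20-1724 was loaded for 60 min at room temperature, then compound added for 30 min; fluorescence read at 590 nm.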
BRCT PPI green = BRCA1 BRCT-phosphoprotein interaction inhibition; BRCA1 BRCT-phosphopeptide binding, green fluorescence polarization; Potency, µM (titrated, usually from 76.9 µM), without a hit: top-dose activity change, negative = inhibition, usual class: inhibitors; actives 0.05% (n = 75,000); AID 875;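 note: potency is the fitted concentration of half-maximal effect; plate controls were peptide without protein for full effect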
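Fluorescence polarization: His-tagged BRCT (~35 kDa BRCA1 C-terminus, 250 nM) bound to 100 nM fluorescein-labeled phosphorylated 10-aa BACH1 peptide, pH 7.3 phosphate buffer with DTT and Tween 20. Compounds incubated 12 min at room temperature; inhibition read as lowered polarization.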
USP2a inh = inhibitors of human ubiquitin-specific protease USP2a; AID 927; actives 0.1% (n = 60,000); O75604; USP2a enzymatic assay, qHTS inhibition; Potency, µM (titrated, usually from 38.3 µM), for the others: at the highest dose activity change, negative = inhibition, most hits filed as inhibitors;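 note: potency is the fitted concentration of half-maximal effect; nearly all actives have a fitted effect of over 60% in size; plate controls were DMSO for no effect and NEM full inhibition control for full effect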
Target sequence (O75604 whole entry, looked up): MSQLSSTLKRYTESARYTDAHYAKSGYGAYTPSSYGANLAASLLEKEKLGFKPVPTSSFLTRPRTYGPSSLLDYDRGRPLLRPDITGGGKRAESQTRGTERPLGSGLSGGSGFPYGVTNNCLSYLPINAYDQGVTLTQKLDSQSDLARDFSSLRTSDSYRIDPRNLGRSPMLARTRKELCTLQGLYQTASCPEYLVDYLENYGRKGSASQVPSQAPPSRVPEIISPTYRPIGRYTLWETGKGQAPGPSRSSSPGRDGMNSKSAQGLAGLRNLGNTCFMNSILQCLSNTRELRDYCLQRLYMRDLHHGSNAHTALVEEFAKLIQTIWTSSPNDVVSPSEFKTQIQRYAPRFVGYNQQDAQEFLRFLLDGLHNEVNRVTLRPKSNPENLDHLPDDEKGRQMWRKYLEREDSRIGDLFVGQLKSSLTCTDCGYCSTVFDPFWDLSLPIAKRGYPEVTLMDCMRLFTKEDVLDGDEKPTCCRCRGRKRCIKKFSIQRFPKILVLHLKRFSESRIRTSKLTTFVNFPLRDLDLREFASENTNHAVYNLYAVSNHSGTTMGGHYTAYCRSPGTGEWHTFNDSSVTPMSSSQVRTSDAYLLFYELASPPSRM
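Inhibition is measured in a cell-free coupled assay with 20 nM USP2 core, 20 nM Ub-PLA2 and 20 uM NBD C6-HPC, 2.5 h incubation. Activity normalized to NEM control.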
Rhodamine autofl = compound autofluorescence in rhodamine spectral region. Rhodamine-region fluorescence, 547/598 nm, Tris buffer; stronger effect = higher value. max dye-equivalent concentration, M. actives 0.05% (n = 59,000). AID 594; in the data active = max dye-equivalent concentration above about 11 nM; inconclusive = between about 1.1 nM and that limit
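A six-point rhodamine series on each plate calibrates the signal. Compounds sit in 100 mM Tris (pH 8.0) for 15 min at ambient temperature before imaging through 547 nm/598 nm filters.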
Texas Red fluor = compounds fluorescent in Texas Red spectral region; max dye-equivalent concentration, M; Compound fluorescence, Texas Red channel, 547/618 nm; stronger effect = higher value; actives 0.06% (n = 59,000); in the data active = max dye-equivalent concentration above about 10 nM; inconclusive = between about 1.1 nM and that limit
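Dye-equivalent concentrations come from scaling compound signal (ex 547, em 618 nm) to six Texas Red standard concentrations run on every plate, after 15 min room-temperature incubation in pH 8.0 Tris (100 mM).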
BRCT inh red = disrupts BRCA1 BRCT binding to phosphoprotein, red fluorophore readout; BRCT-phosphopeptide binding, red fluorescence polarization; Potency, µM (top dose mostly 76.9 µM), without a hit: top-dose activity change, negative = inhibition, most hits filed as inhibitors; actives 0.03% (n = 75,000); note: % is set by controls: 0 for no effect and ±100 for the full control effect
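Rhodamine-labelled pBACH1 10-mer (100 nM) bound to BRCT domain (100 nM) at pH 7.3; compounds incubated 12 min room temperature, polarization read. Free peptide defines full inhibition; unlabelled decapeptide titrated as control.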
Caspase-1 inhib = blocks human caspase-1 allosterically or competitively; Potency, µM (top dose mostly 57.5 µM), for inactives: at the top dose activity change, negative = inhibition, hits mostly inhibitors; Caspase-1 enzyme, Ac-WEHD-AFC fluorogenic rate; actives 0.03% (n = 75,000); P29466;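 note: potency is the fitted concentration of half-maximal effect; plate controls were vehicle for no effect and no substrate for full effect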
Target sequence (P29466 120-297 limits assumed): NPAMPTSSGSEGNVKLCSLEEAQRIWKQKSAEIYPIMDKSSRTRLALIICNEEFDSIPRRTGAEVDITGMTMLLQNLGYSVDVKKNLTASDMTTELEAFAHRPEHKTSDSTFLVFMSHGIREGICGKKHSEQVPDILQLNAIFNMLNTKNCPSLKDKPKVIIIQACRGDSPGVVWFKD
Target sequence (P29466 317-404 limits assumed): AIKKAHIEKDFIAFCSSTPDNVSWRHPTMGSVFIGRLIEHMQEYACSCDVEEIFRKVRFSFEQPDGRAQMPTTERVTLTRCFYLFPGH
A350 autofl = A350 region autofluorescence; actives 11% (n = 59,000); max dye-equivalent concentration, M; AID 590; Compound autofluorescence, 340/450 nm, Alexa 350 dye-equivalents; stronger effect = higher value; in the data active = max dye-equivalent concentration above about 10 nM; inconclusive = mostly about 1.1 nM to 9.6 nM
Caspase-7 inhib = caspase-7 (human) inhibition, allosteric or competitive; P55210; recombinant caspase-7, Ac-DEVD-AFC fluorescence rate; Potency, µM (series often up to 57.5 µM), inactives show at the highest dose activity change, negative = inhibition, actives largely listed as inhibitors; actives 0.02% (n = 75,000); AID 889; active = well fitted inhibition curve with a large enough effect in the main read-out, with a control signal flat, not every such curve was filed as active; inconclusive = small, poorly fitted or top-dose-only effect, or a change in a side signal; note: potency is the fitted concentration of half-maximal effect; % of control where 0% means no effect
Fluorescein fluor = compound fluoresces in the fluorescein spectral region | Compound autofluorescence, 480/540 nm, fluorescein-equivalent; stronger effect = higher value | max fluorescein-equivalent concentration, M | actives 0.91% (n = 59,000) | AID 593; in the data active = max fluorescein-equivalent concentration above about 10 nM; inconclusive = between about 1.1 nM and that limit
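First, buffer (100 mM Tris, pH 8.0) dispensed; second, compounds and fluorescein standards pinned in; third, 15 min room-temperature incubation; finally, imaging at ex 480 nm/em 540 nm. Fluorescence normalized against the six-point fluorescein curve.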
* marks the source's active call; other numbers are inactive results; i = inactive; u = inconclusive; x = not tested or not shown; & = joins results of further samples; [ ] = another dose, or the depositor's remark. Unless noted, calls come from the whole dose curve; as a rule, active = well fitted curve in the direction sought with a large enough effect; inconclusive = small, poorly fitted or top-dose-only effect, or another doubt; inactive = no such curve, though single readings can be large; an effect the other way counts as inactive or inconclusive. A portion of the library. The share of hits here may be higher or lower than overall.

structure	4-MU autofl	HEK293 cAMP cs	BRCT PPI green	USP2a inh	Rhodamine autofl	Texas Red fluor	BRCT inh red	Caspase-1 inhib	A350 autofl	Caspase-7 inhib	Fluorescein fluor
CCn1c(SCC(=O)Nc2nc(C)c(C)s2)nnc1-c1cccnc1	i	-3%	0.1%	12%	i	u	1.6%	4%	i	-1%	u
COCCn1c(=S)[nH]c2cc(C(=O)N3CCc4ccccc43)ccc2c1=O	i	16µM*	1.9%	45%[activator]	i	i	0.6%	-2%	i	-3%	i
Cc1ccc(CNC(=O)C2CC(=O)N(C3CCCCCCC3)C2)cc1 (stereo unspecified)	i	13%	-1.7%	13%	i	i	-1.1%	-3%	i	0%	u
COc1cc(NC(=O)C(F)(F)F)cc(OC)c1	x	12%[11.4 µM]	0.9%	4%	x	x	0.4%	1%	x	0%	x
COc1ccc(C#CC2C=CC(OC(C)=O)C(COC(C)=O)O2)cc1 (stereo unspecified)	x	6%&0%[11.4 µM]	-3.6%&-2.1%[15.4 µM]	x	x	x	0.9%&-0.2%[15.4 µM]	-1%&-1%[11.5 µM]	x	-5%&-1%[11.5 µM]	x
Cc1ccc(Cn2c(CN3CCOCC3)nc3c2c(=O)[nH]c(=O)n3C)cc1	i	4%	-0.3%	6%	i	i	-0.7%	2%	i	1%	i
COc1cccc(-c2nc3cc(C)ccc3o2)c1	x	14%	-2.4%	2%	x	x	-0.8%	-16%	x	-1%	x
O=S(=O)(c1ccc(NCCc2c[nH]c3ccccc23)nc1)N1CCOCC1	i	-13%	1.1%	14%	i	u	-2.0%	4%	i	-3%	i
COc1ccc(OC)c(NC(=O)Nc2nnc(N3CCC(C)CC3)s2)c1	x	5%	-0.7%	x	x	x	-2.0%	-3%	x	-7%	x
COc1ccc(OC)c(S(=O)(=O)Nc2ccc(CC(=O)O)cc2)c1	i	1%	-5.4%	-7%	i	u	0.3%	-1%	i	-2%	u

Part of the list above in order of SMILES length, high to low:
structure	4-MU autofl	HEK293 cAMP cs	BRCT PPI green	USP2a inh	Rhodamine autofl	Texas Red fluor	BRCT inh red	Caspase-1 inhib	A350 autofl	Caspase-7 inhib	Fluorescein fluor
COCCn1c(=S)[nH]c2cc(C(=O)N3CCc4ccccc43)ccc2c1=O	i	16µM*	1.9%	45%[activator]	i	i	0.6%	-2%	i	-3%	i
COc1ccc(C#CC2C=CC(OC(C)=O)C(COC(C)=O)O2)cc1 (stereo unspecified)	x	6%&0%[11.4 µM]	-3.6%&-2.1%[15.4 µM]	x	x	x	0.9%&-0.2%[15.4 µM]	-1%&-1%[11.5 µM]	x	-5%&-1%[11.5 µM]	x
Cc1ccc(CNC(=O)C2CC(=O)N(C3CCCCCCC3)C2)cc1 (stereo unspecified)	i	13%	-1.7%	13%	i	i	-1.1%	-3%	i	0%	u

More entries follow:
structure	4-MU autofl	HEK293 cAMP cs	BRCT PPI green	USP2a inh	Rhodamine autofl	Texas Red fluor	BRCT inh red	Caspase-1 inhib	A350 autofl	Caspase-7 inhib	Fluorescein fluor
CCn1c(SCC(=O)OC)nc2sc3c(c2c1=O)CCC3	x	13%	-1.0%	x	x	x	-4.0%	0%	x	-14%	x
CCCCCC(=O)N1CCN(CCN=CC2=C(O)CC(c3ccco3)CC2=O)CC1 (stereo unspecified)	i	19%	-3.3%	6%	i	i	-1.3%	1%	i	0%	i
COc1ccc(N2C3=[N+](CCCC3)CC2(C)O)cc1 (stereo unspecified)	i	-2%	-2.8%	-4%	i	i	-0.2%	-1%	i	1%	i
CCC1OC(=O)C(C)[C@@H](O[C@H]2C[C@@](C)(OC)C(O)C(C)O2)C(C)[C@@H](O[C@@H]2OC(C)CC(N(C)C)C2O)[C@](C)(O)CC(C)/C(=N\OCOCCOC)[C@H](C)C(O)[C@]1(C)O (stereo partly specified)	x	x	-4.9%[3.08 µM]	33%[activator]	x	x	0.2%	1%	x	1%	x
O=C(Cn1ccc2ccccc2c1=O)Nc1ccc2c(c1)OCO2	i	-6%	0.8%	-6%	i	i	-0.6%	3%	i	-2%	i
CCN(Cc1ccncc1)S(=O)(=O)c1ccc(C(C)=O)cc1	i	30%	-1.8%	13%	i	i	-0.7%	0%	i	-2%	i
C[C@@]1(C(NC(=O)c2ccc(-c3ccccc3)cc2)c2ccc(Cl)cc2)C[C@H]1C1CCCCC1 (stereo partly specified)	x	25%	-1.5%	x	x	x	0.2%	-1%	x	1%	x
CCOC(=O)C1=C(C)NC(C)=C(C(=O)OCC)C1C(=O)OC1CCOC1=O (stereo unspecified)	1.5e-07M*	0%	-1.3%	5%	i	u	0.2%	-8%	2e-07M*	-1%	u
CC1=C(C(=O)Nc2ccccc2)C(c2ccc(C)o2)n2ncnc2N1 (stereo unspecified)	i	4%	2.2%	20%	i	u	-3.2%	1%	i	-1%	i
COc1ccc(CC(=O)N2CC(=O)N(CCc3ccccc3)C(=O)C2)cc1	i	1%	-2.9%	1%	i	u	-0.8%	0%	i	-2%	i
COc1ccc(C2CC(=O)c3c(C)nc(N4CCN(c5ccccc5)CC4)nc3C2)cc1 (stereo unspecified)	u	11%	-2.0%	6%	i	i	0.2%	1%	u	-1%	i
COc1cccc(C(=O)N(Cc2cc3cc(C)ccc3[nH]c2=O)C(C)C)c1	u	8%	0.2%	34%[activator]	i	i	0.3%	0%	u	-4%	u
COc1cc(=O)n(C)c2cc(N(C)C)ccc12	1.6e-06M*	-4%	-0.9%	-13%	i	u	0.5%	-2%	2.4e-06M*	-1%	i
COC(=O)CCC(C)C1CCC2C3CC[C@H]4CC(O)CC[C@@]4(C)C3CC(O)[C@]12C (stereo partly specified)	x	x	2.1%	54%[activator]	x	x	-0.6%	-5%	x	-12%	x
O=S(=O)(Cc1ccccc1)N1CCCCCC1	i	15%	-2.6%	5%	i	i	-0.4%	0%	i	1%	i
CCOC(=O)C(C(=O)Nc1cccc(C)n1)C1CCCCC1 (stereo unspecified)	x	u	-0.2%	0%	x	x	-1.0%	-2%	x	-1%	x
CC(Sc1nc2c(c(=O)n(C)c(=O)n2C)n1Cc1cc2c(cc1Cl)OCO2)C(=O)O (stereo unspecified)	x	14%	-0.4%	-10%	x	x	0.2%	-2%	x	0%	x
CC(=O)OCC1OC(n2cnc3c(Cl)nc(Cl)nc32)C(OC(C)=O)C1OC(C)=O (stereo unspecified)	x	x	-3.7%	-15%	x	x	1.4%	-2%	x	-1%	x
O=c1cc(N2CCN(c3ccccc3)CC2)[nH]c(=O)n1Cc1ccc(F)cc1	x	4%	0.1%	x	x	x	-0.2%	0%	x	0%	x
COc1ccc2[nH]cc(C(=O)CN3CCC(C)CC3)c2c1	i	7%	-0.9%	7%	i	i	-0.1%	0%	u	-2%	i
Cc1ccccc1-c1nnc(-c2ccccc2)o1	x	u	-1.2%	-3%	x	x	-0.4%	-2%	x	-4%	x
CCn1nc(NS(=O)(=O)c2ccccc2)c2cc3cccc(C)c3nc21	i	-2%	0.2%	5%	i	i	-2.3%	-2%	i	-4%	i
Nc1ccc(C(=O)Oc2ccccc2)c(O)c1	x	x	-0.1%	-11%	x	x	-1.6%	1%	x	1%	x
CCCCC#CC1C=CC(Oc2ccc(C(=O)OC)cc2)C(COC(=O)OCC)O1 (stereo unspecified)	x	12%[11.4 µM]	-1.3%[15.4 µM]	x	x	x	-0.5%[15.4 µM]	-4%[11.5 µM]	x	-1%[11.5 µM]	x
Cn1c(=O)c2c(nc(CN3CCN(CCO)CC3)n2CCc2ccccc2)n(C)c1=O	x	0%	-3.8%	x	x	x	1.6%	2%	x	-2%	x
CCC(Oc1ccccc1)C(=O)Nc1nnc(C)s1 (stereo unspecified)	i	5%	-0.9%	-2%	i	i	0.5%	-1%	i	1%	i
O=C(Nc1nc(-c2ccccn2)cs1)C1CC1	x	14%	0.0%	x	x	x	-1.4%	-2%	x	1%	x
CC1CCN(C(=O)Cn2c(=O)oc3ccccc32)CC1	i	7%	-1.0%	6%	i	i	-1.2%	-1%	i	-1%	i
CC(=O)OCC1=C(C(=O)O)N2C(=O)[C@@H](NC(=O)CSc3ccncc3)[C@@H]2SC1	i	17%[25.6 µM]	-1.3%[34.4 µM]	-8%[17.1 µM]	i	i	-1.0%[34.4 µM]	-2%[25.7 µM]	i	-2%[25.7 µM]	u
C=CCn1c(SCc2ccc(Cl)cc2)nc2c1c(=O)[nH]c(=O)n2C	i	23%	1.9%	59%[activator]	i	i	-1.5%	-2%	i	-2%	i
O=C(C1Cc2ccccc2CN1S(=O)(=O)c1cccs1)N1CCCCC1 (stereo unspecified)	i	10%	-0.9%	13%	i	u	-3.5%	0%	i	1%	u
CCC(C(N)=O)c1ccccc1 (stereo unspecified)	x	x	-0.3%[3.08 µM]	-14%	x	x	0.1%	-1%	x	0%	x
c1coc(-c2nnc(SCc3nc4ccccc4[nH]3)o2)c1	u	3%	4.3%	9%	i	i	-0.8%	-6%	u	-19%	u
Cn1nnnc1-c1cc(Br)ccc1NC(=O)c1ccccc1	i	x	x	x	i	i	x	x	i	x	i
C[C@@H](CNC(N)=O)NC(N)=O	i	2%[11.4 µM]	-0.8%[15.4 µM]	x	i	i	-0.2%[15.4 µM]	1%[11.5 µM]	i	1%[11.5 µM]	u
CC(C)C[C@H](NC(=O)[C@@H](NC(=O)N[C@@H](Cc1ccccc1)C(=O)O)[C@H]1CCN=C(N)N1)C(=O)N[C@H](C=O)Cc1ccccc1	i	4%	x	x	i	i	x	x	i	x	u
